Screening results from PubChem.
IMPase Li inh – cell-permeable IMPase inhibitors with lithium potentiation | hit rate 0.35% among 210,000 | CHO-M1 cells, IP1 TR-FRET (IP-One), carbachol + lithium | Potency, µM (highest dose often 59.4 µM), for inactives: at the top dose activity, negative = IMPase inhibition, most hits filed as inhibitors | AID 1457;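 also: IP1 builds up when IMPase is blocked and the TR-FRET signal falls; potency is read from the fitted curve at half-maximal effect; plate controls were basal vehicle for no effect and high inhibitor control for full effect; nearly all actives have a fitted effect of over 50% in size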
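CHO cells stably expressing M1 receptor (2000/well) were cultured 16–30 h, then exposed to compounds with a small lithium addition for 30 min at 37C. IP1 was measured by TR-FRET competition; AC50 from Hill fits.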
L3MBTL1 block – inhibitors of human L3MBTL1; AlphaScreen L3MBTL1–H3K9me1 peptide binding; Potency, µM (doses to about 57.1 µM), for the others: top-dose activity, negative = inhibition, most hits filed as inhibitors; AID 485360; hit rate 0.66% among 230,000; also: potency is read from the fitted curve at half-maximal effect; % is scaled to controls: 0 for no effect and ±100 for the full control effect; nearly all actives have a fitted effect of over 60% in size
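AlphaScreen assay: L3MBTL1 (50 nM final) was preincubated 30 min at room temperature with biotinylated H3(1-15)K9me1 peptide (75 nM final), then 30 min with library compounds; streptavidin donor and nickel chelate acceptor beads (10 ug/mL final) added, 30 min dark.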
Epigenetic reg – derepresses silenced GFP reporter in murine cells; Potency, µM (titrated, usually from 53.9 µM), without a hit: top-dose GFP activation, hits mostly activators; hit rate 0.2% among 280,000; murine LDR cells, GFP reporter derepression, 30 h; also: potency is read from the fitted curve at half-maximal effect; % of control where 0% means no effect; nearly all actives have a fitted effect of over 60% in size
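Readout is the number of GFP-expressing murine LDR cells, counted by cytometry following washing. Cells were treated with compound for 30 h at 37 C; the stably integrated CMV-GFP locus is normally silent.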
Luc counter – Kinase-Glo luciferase inhibition (counter-screen); Potency, µM (series often up to 38.3 µM), without a hit: at the highest dose activity change, negative = inhibition, most hits filed as inhibitors; Kinase-Glo luciferase, ATP luminescence, 8 min; hit rate 0.28% among 200,000; AID 1379; Q27757; also: potency is read from the fitted curve at half-maximal effect; % is scaled to controls: 0 for no effect and ±100 for the full control effect; nearly all actives have a fitted effect of over 60% in size
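Substrate mix (final 50 mM imidazole pH 7.2, 50 mM KCl, 7 mM MgCl2, 10 uM ATP, 0.01% Tween 20, 0.05% BSA) plus pin-tool compound, then Kinase-Glo detection mix; 8 min ambient, luminescence read.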
CBFb RUNX1 block – blocks binding between human CBF-beta and RUNX1; Q01196+Q13951; AID 1477; AlphaScreen CBFb-His/RUNX1-biotin binding, biochemical; 230,000 tested, under 10 active; Potency, µM (titrated, usually from 59.8 µM), inactives show top-dose activity, negative = inhibition, usual class: inhibitors; also: % of control where 0% means no effect
Target sequence (Q01196 whole entry, looked up): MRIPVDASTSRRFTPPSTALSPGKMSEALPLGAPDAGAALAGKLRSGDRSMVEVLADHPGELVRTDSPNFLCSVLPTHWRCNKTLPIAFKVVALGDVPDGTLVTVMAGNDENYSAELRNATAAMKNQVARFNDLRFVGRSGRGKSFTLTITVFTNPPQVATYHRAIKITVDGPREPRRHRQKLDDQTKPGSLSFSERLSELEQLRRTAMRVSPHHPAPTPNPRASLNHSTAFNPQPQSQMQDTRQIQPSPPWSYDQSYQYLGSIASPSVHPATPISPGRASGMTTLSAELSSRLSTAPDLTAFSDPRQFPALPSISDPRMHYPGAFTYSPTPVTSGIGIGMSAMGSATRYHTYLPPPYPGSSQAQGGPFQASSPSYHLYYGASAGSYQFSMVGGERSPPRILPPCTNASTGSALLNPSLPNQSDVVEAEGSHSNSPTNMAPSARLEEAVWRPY
Target sequence (Q13951 whole entry, looked up): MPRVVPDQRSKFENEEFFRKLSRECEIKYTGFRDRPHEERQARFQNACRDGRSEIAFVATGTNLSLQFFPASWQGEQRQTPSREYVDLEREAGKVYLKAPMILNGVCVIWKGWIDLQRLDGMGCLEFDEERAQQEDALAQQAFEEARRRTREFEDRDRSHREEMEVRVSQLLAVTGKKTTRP
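Proteins preincubated together for 20 min at RT before compound addition; 15 min later, nickel and streptavidin beads were added and left 90 min prior to AlphaScreen measurement.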
HttQ103 aggreg – mutant huntingtin aggregation inhibition. hit rate 1.1% among 220,000. Potency, µM (series often up to 46.1 µM), for the others: at the top dose activity change, negative = inhibition, usual class: inhibitors. PC12 HttQ103-GFP aggregates, Acumen cytometry, 40 h; also: potency is read from the fitted curve at half-maximal effect; % is scaled to controls: 0 for no effect and ±100 for the full control effect; nearly all actives have a fitted effect of over 60% in size
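Compounds (qHTS titration) were added to PC12 cells expressing an ecdysone-driven HTT exon 1 Q103–GFP fusion after induction with 100 nM tebufenozide. Aggregate formation was measured as GFP objects in cell lysates.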
NPSR antag – neuropeptide S receptor (human) antagonism, cAMP. CHO-NPSR cells, cAMP TR-FRET, antagonist mode. Potency, µM (top dose mostly 38.3 µM), for inactives: top-dose activity change, negative = inhibition, actives largely listed as inhibitors. AID 1461. hit rate 1% among 220,000. Q6W5P4; also: potency is read from the fitted curve at half-maximal effect; % is scaled to controls: 0 for no effect and ±100 for the full control effect; nearly all actives have a fitted effect of over 50% in size; many of its hits are not listed in these tables
Target sequence (Q6W5P4 whole entry, looked up): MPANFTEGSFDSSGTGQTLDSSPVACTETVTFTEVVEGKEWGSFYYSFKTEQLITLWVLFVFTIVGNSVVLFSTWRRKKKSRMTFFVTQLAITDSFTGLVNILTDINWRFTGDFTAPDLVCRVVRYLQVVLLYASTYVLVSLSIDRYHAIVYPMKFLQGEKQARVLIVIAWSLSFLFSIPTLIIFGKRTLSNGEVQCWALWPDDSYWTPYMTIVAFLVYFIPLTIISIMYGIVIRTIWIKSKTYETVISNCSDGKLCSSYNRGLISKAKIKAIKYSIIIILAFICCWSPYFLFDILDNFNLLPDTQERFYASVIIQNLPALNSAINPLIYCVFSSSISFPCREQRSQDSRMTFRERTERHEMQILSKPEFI
* marks the source's active call; other numbers are inactive results; ? = inconclusive; / = no result given; [ ] = another dose, or the depositor's remark. Calls follow the shape of the dose curve; as a rule, active = well fitted curve in the direction sought with a large enough effect; inconclusive = small, poorly fitted or top-dose-only effect, or another doubt; inactive = no such curve, though single readings can be large; an effect the other way counts as inactive or inconclusive.

SMILES | IMPase Li inh | L3MBTL1 block | Epigenetic reg | Luc counter | CBFb RUNX1 block | HttQ103 aggreg | NPSR antag
Cc1cnc(C(=O)Nc2ccc(N3CCOCC3)cc2)cn1 | 2% | -5% | -0.8% | -2% | 4% | 14% | -5%[46.1 µM]
Clc1nc(-c2cccnc2)nc2scc(-c3ccccc3)c12 | 8% | 16% | -2.5% | -3% | -7% | -21% | -34%
CCOC(=O)C1CCN(C(=O)/C=C/c2cccs2)CC1 | 7% | 3% | 0.9% | 2% | 2% | 6% | 0%
Brc1ccc2nc3c(n2c1)CCCC3 | -24%[38.3 µM] | -6% | -4.2% | -1% | 0% | -9% | 15%[46.1 µM]
CCOc1cccc(NC(=O)/C(C#N)=C/c2cccnc2)c1 | / | / | -1.1% | / | 12% | 17%[9.22 µM] | -29%
COC(=O)c1[nH]c(C)c(/C(O)=C2\C(=O)C(=O)N(CCN(C)C)C2c2cccc(OC)c2OC)c1C (stereo unspecified) | -14% | 6% | 1.2% | -2% | 9% | -7% | -2%[46.1 µM]
CC(=O)c1ccc(OCCn2cnc3ccccc32)cc1 | 10% | -14% | 6.7% | -2% | -6% | ? | 21%
CN1CCS/C1=C/C=C1/SC(=S)N(Cc2ccccc2)C1=O | 13% | ? | 1.5% | -2% | 8% | 20% | 4%
Cc1cnc(C(=O)Nc2ccc(F)c(F)c2)cn1 | 6% | 8% | -5.3% | -16% | 9% | -19% | 0%[46.1 µM]
Cc1[nH]n(-c2cccc(Cl)c2)c(=O)c1C=NCC(C)C | -9% | -2% | -5.3% | -1% | ? | -1% | -20%
Cc1cc(C)cc(Oc2cc(NC(=O)c3cn(C)nc3C)cc([N+](=O)[O-])c2)c1 | 4%[38.3 µM] | / | -0.2% | -2% | 0% | -19% | -11%[46.1 µM]
Cc1c(C(=O)Nc2cc(S(=O)(=O)N3CCOCC3)ccc2N2CCOCC2)oc2ccccc12 | 6% | -5% | -0.5% | 1% | 8% | -28% | -48%
Cc1[nH]nc2ncc(C(=O)c3cc(F)ccc3O)cc12 | 19%[38.3 µM] | / | -6.4% | -1% | -2% | -46% | -16%[46.1 µM]
O=c1[nH]c(=O)n([C@@H]2O[C@H](CO)[C@@H](O)[C@H]2O)cc1Br | 18% | / | -0.3% | 1% | 6%[21.7 µM] | / | /
CC1CCN(C(=O)CSc2nc3ccccc3s2)CC1 | -6%[38.3 µM] | / | -0.3% | 14% | -2% | 0% | -6%[46.1 µM]
NNC(=O)c1[nH]c2ccc(Cl)cc2c1-c1ccccc1 | / | -19% | 2.4% | / | -1% | -31%[9.22 µM] | 12%
COc1cc(C(=S)NCc2ccccc2)cc(Br)c1O | 7% | -17% | 7.7% | 1% | / | 13%[9.22 µM] | -4%
Cc1cc(C)nc(NS(=O)(=O)c2ccc(NC(=O)C3COc4ccccc4O3)cc2)n1 (stereo unspecified) | 15% | -4% | 2.9% | 2% | 4% | -4%[9.22 µM] | -9%
CN(C)/C=N/c1sc2c(c1C(N)=O)CCCC2 | 11% | -2% | -1.1% | 1% | -15% | ? | 7%
COc1ccc2c(c1)CCC/C2=N\NC(=O)c1ccoc1C | -2% | -14% | -0.9% | -21% | -10% | -10% | 20%
O=C(O)c1ccccc1-c1nc2ccccc2n1-c1ccccc1 | -8% | 10% | -0.9% | -7% | -2% | 8% | 2%
COc1ccccc1C1/C(=C(\O)c2ccc3c(c2)OCCO3)C(=O)C(=O)N1CCCN(C)C (stereo unspecified) | -19%[38.3 µM] | 5% | 1.2% | -2% | 3% | 25%[9.22 µM] | -18%[46.1 µM]
CCOc1ccccc1C(=O)NCC(=O)OCc1c(C)noc1C | -1% | 2% | -4.1% | 3% | -1% | -14% | 5%
C=CCn1c(COc2ccc(F)cc2)nnc1SCC(=O)N1CC(=O)Nc2ccccc21 | / | -1% | 0.0% | / | 5% | -3% | -19%[46.1 µM]
C=CCNC(=S)Nc1sc2c(c1C#N)CCCC2 | -2% | 1% | 0.1% | -1% | 3% | 5% | -7%
CN1CCN(S(=O)(=O)c2ccc(NC(=S)NC(=O)C3CCCCC3)cc2)CC1 | 12% | -18% | -0.6% | -1% | -9% | 15% | 1%
O=C(Nc1ccc(O)cc1)c1cc2n(n1)C(C(F)(F)F)CC(c1ccco1)N2 (stereo unspecified) | -2%[38.3 µM] | -3% | 2.2% | -6% | -5% | 6% | -15%[46.1 µM]
CCOc1ccccc1N/C=C(\C#N)c1nc2ccccc2n1C | 18%[38.3 µM] | / | 6.8% | -4% | -3% | 3% | 0%[46.1 µM]
CCc1ccccc1NC(=O)CCN1C(=O)c2ccccc2C1=O | -9%[38.3 µM] | / | 0.7% | -4% | 7% | 23% | -7%[46.1 µM]
CCc1ccc(C2NC(=S)NC3=C2C(=O)CCC3)cc1 (stereo unspecified) | 6% | 0% | 0.0% | 4% | 4% | -3% | 5%
Oc1c(CN2CCN(c3ccc(F)cc3)CC2)cc(Cl)c2cccnc12 | -3%[38.3 µM] | / | ? | -4% | -18% | ? | ?
CCc1cc2cc3c(cc2nc1SCC(=O)Nc1nccs1)OCO3 | 13µM* | 8% | 1.0% | 1% | -1% | 2% | 10µM*
C/C(=N\NC(=O)CSc1nc2ccccc2o1)c1ccc(O)cc1 | 11% | -2% | -4.2% | 1% | 4% | -14% | -5%
O=C(c1cnc2n(c1=O)CCS2)N1CCN(c2ccccc2F)CC1 | 20%[38.3 µM] | 7% | 0.0% | -1% | 3% | 3% | -13%[46.1 µM]
N#Cc1ccc(NC(=O)CCc2ccc(S(=O)(=O)N3CCOCC3)cc2)cc1 | 0%[38.3 µM] | / | -0.1% | 3% | 4% | 16%[9.22 µM] | -9%[46.1 µM]
C/C(=N\N1CCN(Cc2ccc(Cl)cc2)CC1)c1ccc([N+](=O)[O-])cc1 | / | -28% | 0.1% | / | -20% | 0%[9.22 µM] | 38%
CCC1CCCCN1C(=O)CSc1nc(C)cc(C)n1 (stereo unspecified) | -3% | / | 3.9% | -4% | -13% | 8% | 14%
COCC(=O)NCc1nc2ccccc2[nH]1 | 19%[38.3 µM] | 1% | 0.0% | -2% | 4% | 9% | 0%[46.1 µM]
CS(=O)(=O)c1ccc2nc(NC(=O)Cc3ccccc3)sc2c1 | 6% | 2% | 0.0% | / | 6% | 4%[9.22 µM] | 23%
Cc1cccc(C)c1OCC(=O)Nc1cccc(C(=O)O)c1 | -7% | -9% | -0.3% | 1% | -4% | -26% | -6%
Cn1nnnc1SCC(=O)N1CCN(C(=O)c2ccco2)CC1 | 0% | ? | 0.0% | 3% | -8% | 16% | 15%
CCOC(=O)C(C)N1C(=O)S/C(=C/c2cc(C)n(-c3ccncc3)c2C)C1=O (stereo unspecified) | 18% | -19% | -0.6% | -1% | -9% | 0% | -21%
COc1ccc(C(=O)Nc2nc3ccc(S(C)(=O)=O)cc3s2)cc1 | ? | 9% | 3.3% | -4% | -3% | -10% | ?
O=C(Nc1cnn(Cc2ccc(F)cc2)c1)c1cc(-c2cccs2)on1 | -1%[38.3 µM] | / | -1.6% | 0% | 3% | 5% | -15%[46.1 µM]
Cn1nc(C(F)(F)F)c2cc(NC(=O)OCC(C)(C)C)sc21 | 28%[38.3 µM] | 16% | -1.7% | -2% | 4% | -9% | 0%[46.1 µM]

Sorted by heavy-atom count (falling): 8 of the compounds above.
SMILES | IMPase Li inh | L3MBTL1 block | Epigenetic reg | Luc counter | CBFb RUNX1 block | HttQ103 aggreg | NPSR antag
Cc1cc(C)nc(NS(=O)(=O)c2ccc(NC(=O)C3COc4ccccc4O3)cc2)n1 (stereo unspecified) | 15% | -4% | 2.9% | 2% | 4% | -4%[9.22 µM] | -9%
CN1CCN(S(=O)(=O)c2ccc(NC(=S)NC(=O)C3CCCCC3)cc2)CC1 | 12% | -18% | -0.6% | -1% | -9% | 15% | 1%
O=C(c1cnc2n(c1=O)CCS2)N1CCN(c2ccccc2F)CC1 | 20%[38.3 µM] | 7% | 0.0% | -1% | 3% | 3% | -13%[46.1 µM]
COc1ccc(C(=O)Nc2nc3ccc(S(C)(=O)=O)cc3s2)cc1 | ? | 9% | 3.3% | -4% | -3% | -10% | ?
Cn1nnnc1SCC(=O)N1CCN(C(=O)c2ccco2)CC1 | 0% | ? | 0.0% | 3% | -8% | 16% | 15%
CN1CCS/C1=C/C=C1/SC(=S)N(Cc2ccccc2)C1=O | 13% | ? | 1.5% | -2% | 8% | 20% | 4%
COc1cc(C(=S)NCc2ccccc2)cc(Br)c1O | 7% | -17% | 7.7% | 1% | / | 13%[9.22 µM] | -4%
C=CCNC(=S)Nc1sc2c(c1C#N)CCCC2 | -2% | 1% | 0.1% | -1% | 3% | 5% | -7%

More records:
SMILES | IMPase Li inh | L3MBTL1 block | Epigenetic reg | Luc counter | CBFb RUNX1 block | HttQ103 aggreg | NPSR antag
C[C@@H](NC(=O)OC(C)(C)C)c1nnc(S(=O)(=O)Cc2ccccc2)o1 | / | 5% | -0.6% | / | 5% | 16%[9.22 µM] | -51%
COc1ccc(CCNC(=O)CN(C)S(=O)(=O)c2cccc3nsnc23)cc1OC | 1%[38.3 µM] | 6% | -0.2% | 1% | 0% | 4% | -3%[46.1 µM]
COCCn1c(SCC(=O)Nc2ccc(C)cc2C)nc2c(oc3ccccc32)c1=O | -6% | 1% | 0.0% | -3% | 0% | 4% | 1%
COC(=O)c1ccc(C)c(N(CCO)CCO)c1 | -12%[38.3 µM] | -3% | -0.2% | -4% | 1% | 11% | 2%[46.1 µM]
Cc1cc2ncc(C(N)=O)cn2n1 | -2% | 10% | -1.2% | 1% | 5% | 19% | 16%
COc1ccccc1Nc1ncnc2c1cnn2-c1cccc(C)c1 | -7%[38.3 µM] | -6% | 2.1% | 0% | -1% | -28% | -15%[46.1 µM]
Cc1onc(-c2c(F)cccc2Cl)c1C(=O)N1CCCc2ccccc21 | 10%[38.3 µM] | 3% | 3.0% | 3% | 2% | 2% | -20%[46.1 µM]
COCC(C)NC(=O)Cc1ccc(F)cc1 (stereo unspecified) | -1% | -1% | -0.9% | 0% | 4% | 13% | 12%
Cc1cc(=O)[nH]c2cc(O)ccc12 | -22%[38.3 µM] | 10% | 0.0% | 3% | 12% | 1% | -10%[46.1 µM]
COC(=O)c1c(C)oc2ccc(N(C(=O)c3ccncc3)S(=O)(=O)c3ccc(C)cc3C)cc12 | 11% | 6% | 1.0% | -3% | 5% | -27% | -29%

These rows are one share of the data, so the mix of outcomes need not match the whole.
